# High-throughput results deposited in PubChem by The Scripps Research Institute Molecular Screening Center.
# DDE Tn6 FP inh: inhibitors of Tn6 peptide binding to fibrin DD(E), primary screen, biochemical, fluorescence polarization, human fibrin, Tn6 probe | actives 0.21% (n = 370,000) | AID 720509, 2013 | Fibrin DD(E) TRITC-Tn6 fluorescence polarization displacement | Fibrinogen beta chain (Homo sapiens), P02675 | inhibition, % at 8.3 µM;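 active = inhibition above a per-campaign cutoff: mean of compounds within control limits plus 3 SD, cut at about 15% in these data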;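 also: 0% = median of all compound wells on the plate and 100% = blocking peptide control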
# Target sequence (P02675 whole entry, looked up): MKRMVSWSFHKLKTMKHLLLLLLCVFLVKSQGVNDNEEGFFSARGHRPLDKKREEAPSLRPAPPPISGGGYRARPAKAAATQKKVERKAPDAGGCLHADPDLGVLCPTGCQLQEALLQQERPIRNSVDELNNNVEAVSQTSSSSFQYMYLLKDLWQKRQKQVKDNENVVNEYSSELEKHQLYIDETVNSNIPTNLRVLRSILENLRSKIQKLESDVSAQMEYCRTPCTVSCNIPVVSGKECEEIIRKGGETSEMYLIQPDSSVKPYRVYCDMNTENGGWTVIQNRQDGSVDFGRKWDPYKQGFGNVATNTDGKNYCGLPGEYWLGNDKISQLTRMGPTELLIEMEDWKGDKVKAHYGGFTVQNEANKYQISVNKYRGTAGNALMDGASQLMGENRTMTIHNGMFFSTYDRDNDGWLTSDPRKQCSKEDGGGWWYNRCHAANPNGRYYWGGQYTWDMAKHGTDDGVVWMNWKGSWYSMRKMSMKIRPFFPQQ
# ADAM17 inh: ADAM17 inhibitors, primary screen, biochemical, QFRET. inhibition, % at 6.95 µM. AID 720648, 2013. Disintegrin and metalloproteinase domain-containing protein 17 (Homo sapiens), P78536. actives 0.83% (n = 370,000). recombinant ADAM17, EDANS/DABCYL FRET peptide cleavage;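 active = inhibition above the mean of compounds lying between control limits plus 3 SD, set per campaign, cut at about 8.5% in these data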;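 also: 0% = DMSO-only wells as the low control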
# Target sequence (P78536 215-824 limits assumed): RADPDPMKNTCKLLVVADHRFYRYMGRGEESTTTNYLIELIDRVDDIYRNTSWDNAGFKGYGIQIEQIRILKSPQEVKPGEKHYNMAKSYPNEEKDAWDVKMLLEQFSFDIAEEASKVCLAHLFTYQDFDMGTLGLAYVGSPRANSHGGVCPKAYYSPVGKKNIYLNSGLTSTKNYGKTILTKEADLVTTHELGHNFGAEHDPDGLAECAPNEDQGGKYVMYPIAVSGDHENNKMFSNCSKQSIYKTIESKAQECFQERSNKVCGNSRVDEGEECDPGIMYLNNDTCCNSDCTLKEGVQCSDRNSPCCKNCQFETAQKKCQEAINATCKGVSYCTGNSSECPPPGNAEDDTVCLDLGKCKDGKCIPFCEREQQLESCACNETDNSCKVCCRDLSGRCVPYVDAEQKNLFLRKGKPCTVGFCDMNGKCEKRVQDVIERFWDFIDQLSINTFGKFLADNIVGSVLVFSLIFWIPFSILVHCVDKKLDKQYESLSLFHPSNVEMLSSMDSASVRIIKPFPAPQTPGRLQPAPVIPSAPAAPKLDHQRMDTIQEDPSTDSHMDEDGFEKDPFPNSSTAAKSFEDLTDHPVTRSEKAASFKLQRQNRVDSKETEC
# PLC-beta3 inh: human PLC-beta3 inhibitors, primary screen, biochemical, fluorescence | 1-phosphatidylinositol 4,5-bisphosphate phosphodiesterase beta-3 (Homo sapiens), Q01970 | Purified PLC-beta3, fluorogenic substrate | inhibition, % at 12.2 µM | actives 0.18% (n = 370,000); in the data active = inhibition above about 11%;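 also: 0% = median of compound wells on plate and 100% = full blocker control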
# DDE Tn7 FP inh: inhibitors of Tn7 peptide binding to fibrin DD(E), primary screen, biochemical, fluorescence polarization, human fibrin, Tn7 probe; Fibrinogen beta chain (Homo sapiens), P02675; FP displacement of FITC-Tn7 peptide from fibrin DD(E); 0% = median of compound wells per plate; inhibition, % at 8.3 µM; actives 0.13% (n = 370,000); AID 720508, 2013;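 active = inhibition above the mean of compounds falling within the control limits plus 3 SD of them, cut at about 14% in these data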;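 also: 0% = plate median of compound wells and 100% = 10 µM Aha-Tn7 peptide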
#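 Assay system: human fibrin DD(E). Input: DD(E) 2 µM final. Medium: Tris buffer with calcium and detergent, pH 7.8. Compound dosing: single point at 8.3 µM. Timing: 10 min plus 3 h, room temperature. Technique: fluorescence polarization of the labelled Tn7 tracer. Read-out: percent inhibition. Replicates: singlicate testing.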
# ASAP1 inh: inhibitors of human ASAP1 ArfGAP activity, primary screen, biochemical, fluorescence polarization; Arf-GAP with SH3 domain, ANK repeat and PH domain-containing protein 1 (Homo sapiens), …; ASAP1-stimulated ARF1 GTP hydrolysis, GDP FP detection; inhibition, % at 16.5 µM; actives 0.19% (n = 360,000); in the data active = inhibition above about 25%;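 also: 0% = vehicle with enzyme and substrate and 100% = no enzyme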
# TDP2 absorb: human TDP2 enzyme inhibitors, primary screen, biochemical, epi absorbance, recombinant enzyme; Tyrosyl-DNA phosphodiesterase 2 (Homo sapiens), O95551; AID 720702, 2013; T5PNP hydrolysis, p-nitrophenol absorbance 415 nm; actives 0.34% (n = 370,000); inhibition, % at 12.8 µM;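 active = inhibition above the mean of all tested compounds plus 3 SD, set per campaign, cut at about 25% in these data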;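 also: 0% = DMSO with enzyme and 100% = buffer with substrate but no TDP2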
#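 Material: recombinant human TDP2; quantity: TDP2 enzyme at 120 nM final; medium: Tris-HCl pH 7.5 with MgCl2; compound: single concentration, 12.8 µM nominal, with 1% DMSO; incubation: 2 h enzyme incubation at 37 °C; signal: epi absorbance; measure: percent inhibition; benchmarks: high control without enzyme, low control DMSO plus TDP2; repeats: singlicate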
# ADAM10 inh: human ADAM10 inhibitors, primary screen, biochemical, QFRET, HTS; Disintegrin and metalloproteinase domain-containing protein 10 (Homo sapiens), O14672; recombinant ADAM10, EDANS/DABCYL FRET peptide cleavage, 3 h; inhibition, % at 7 µM; actives 0.62% (n = 370,000);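 active = inhibition above a per-campaign cutoff equal to the mean of compounds falling between control-based bounds plus 3 SD, cut at about 20% in these data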;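 also: 0% = DMSO wells while the 100% control is not disclosed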
# PLCg1 inh: PLC-gamma1 enzyme inhibitors, primary screen, biochemical, fluorescence, purified enzyme. inhibition, % at 12.2 µM. AID 720700, 2013. 1-phosphatidylinositol 4,5-bisphosphate phosphodiesterase gamma-1 (Homo sapiens), P19174. fluorogenic substrate. actives 0.84% (n = 370,000); in the data active = inhibition above about 9.5%
# SIAE inh: human SIAE inhibitors, primary screen, biochemical, fluorescence polarization, FP-Rh probe, 1536-well HTS; actives 0.69% (n = 370,000); SIAE FP-Rh probe binding; inhibition, % at 9.66 µM; Sialate O-acetylesterase (Homo sapiens), Q9HAT2;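 active = inhibition above a cutoff: mean of compounds within the control limits plus 3 SD of those, cut at about 17% in these data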;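 also: 0% = plate median of compound wells and 100% = probe without SIAE protein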
# ARFGAP1 inh: inhibitors of rat ARFGAP1 GAP activity, primary screen, biochemical, fluorescence polarization, GDP tracer; Arfgap1-stimulated ARF1 GTP hydrolysis, GDP FP detection; inhibition, % at 16.5 µM; actives 0.26% (n = 360,000); AID 651572, 2012;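 active = inhibition above a per-plate limit, mean inhibition of low control wells plus 3 SD, cut at about 25% in these data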;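 also: 0% = DMSO wells with enzyme and 100% = wells lacking Arfgap1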
#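 Assay system: purified rat His6-Arfgap1 residues 1-136 (GAP domain); Reagent: human Δ17 ARF1 bound to GTP; Dosing: 16.5 µM single point, 1.26% DMSO; Times: GTP hydrolysis reaction 2 h at 25 °C; Signal: FP, GDP Alexa 633 tracer displaced from anti-GDP antibody, 620/688 nm; Measure: % inhibition from polarization.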
# An asterisk follows results filed as active; . = not tested or not shown. Compounds as they come. About 3.6% of those tested had a hit in this group.
SIAE inh	ADAM10 inh	ASAP1 inh	DDE Tn7 FP inh	mol	TDP2 absorb	ADAM17 inh	PLC-beta3 inh	PLCg1 inh	DDE Tn6 FP inh	ARFGAP1 inh
0	0	-7	0	CC(/C=C/C=C/c1ccccc1)=N/NC(=O)CNc1ccccc1C	5	-3	1	-4	10	-25
2	-7	15	0	O=C(COC(=O)c1cc(-c2ccccc2Cl)nc2ccccc12)Nc1ncc(C(F)(F)F)cc1Cl	-3	-1	0	-4	-6	-4
8	6	10	4	CCc1ccc(OCC(=O)N(C)C2CCS(=O)(=O)C2)cc1 (stereo not drawn)	9	1	2	0	-6	3
-4	-1	-13	10	CCOc1ccc(S(=O)(=O)N(C)c2ccc(OCC(=O)Nc3ccccc3F)cc2)cc1	-3	4	-6	0	2	-2
3	-3	11	3	O=C(O)Cn1nc(C(F)(F)F)c2c1CCCCC2	0	-3	3	-3	5	-4
4	11	-5	-7	Cc1ccc(C)c(C(=O)COC(=O)c2ccccc2N2C(=O)C3C4CCC(C4)C3C2=O)c1 (stereo not drawn)	-2	0	4	-1	1	3
-5	1	-1	-1	COc1ccc(CC2(CO)CCN(CC3=CC[C@H]4C[C@@H]3C4(C)C)CC2)cc1	-3	-3	-5	5	-1	0
0	-6	.	4	COC1=C[C@H](C(=O)N[C@H]2CCCC[C@@H]2NC(C)=O)[C@@]2(C)Cc3ccccc3[C@H]2CC1=O	8	-2	-2	0	-5	.
-10	4	-16	9	Cc1ccc(NC(=O)COc2ccccc2C(=O)Nc2ccccc2)cc1Cl	-7	0	-1	3	-4	7
-7	3	-7	-7	OCc1ncc(-c2ccccc2)s1	1	-2	-2	-1	1	-4
14	4	3	-9	COc1ccc(OCCn2cnc(Cl)c2Cl)cc1	2	0	-6	1	5	-7
2	-17	3	-8	Cn1c(/C(C#N)=C/C2CC=CCC2)nc2ccccc21 (stereo not drawn)	-14	-7	-25	-15	-4	0
-4	-119	7	-2	Cc1cc(OCC(=O)NCc2ccncc2)c2c(C)c(C)c(=O)oc2c1	-5	-30	-62	-38	8	5
0	-1	-1	10	O=C(COc1ccc(Cl)cc1)NNC(=O)c1cccnc1	2	-2	1	2	3	3
-4	6	2	1	Cc1c(NC(=O)C23CC4CC(CC(C)(C4)C2)C3)c(=O)n(-c2ccccc2)n1C	-7	1	3	3	-1	-2
2	0	-5	-4	O=C(Nc1ccc(Cl)cn1)c1cccc(F)c1	-13	2	1	4	-4	-1
4	-28	0	-6	COC(=O)[C@]1(Cc2ccccc2)N[C@H](CN(C)C(=O)Nc2ccccc2)[C@@H]2C(=O)N(Cc3ccccc3)C(=O)[C@@H]21	-5	-2	-2	2	-14	1
-14	6	14	2	CCCN(CC(=O)Nc1ccc(C(N)=O)cc1)CC(=O)Nc1ccc(Cl)cc1Cl	10	1	3	1	-4	0
-1	2	16	-4	Cc1cccc(OCC(=O)Nc2cc(C)ccc2O)c1	-3	3	5	6	0	-3
2	0	1	10	CCCN1C2CCCC1CC(NC(=O)c1ccccc1F)C2 (stereo not drawn)	-2	0	3	5	2	1
4	1	3	-5	CCOC(=O)c1sc2nc(SCC#N)n(CC3CCCO3)c(=O)c2c1C (stereo not drawn)	0	2	-7	-1	-2	6
-2	-6	21	-1	COc1ccc(N2Cc3ccccc3C2=O)cc1	16	-2	-15	-4	4	1
-7	4	-2	-6	COc1ccc(/C=C/C(=O)N(C)CC(=O)Nc2cccc(F)c2)cc1S(=O)(=O)N1CCCCC1	-1	3	0	2	-12	3
-1	9	-13	-2	Cc1cccc(-c2n[nH]c(=S)n2/N=C/c2ccc(C)s2)c1	-3	2	1	1	5	2
-1	0	11	-6	CNCC(=O)Nc1ccc(Cl)c(C(F)(F)F)c1	-13	2	0	2	-3	10
-2	1	-7	4	COc1ccc(C2CC(c3ccccc3OC(=O)/C=C/c3ccccc3)=NN2C(C)=O)cc1 (stereo not drawn)	7	-4	-8	1	-4	9
4	-2	-5	4	COc1ccccc1N1CCN(CCOc2c(OC)cccc2OC)CC1	8	-1	4	4	-2	-4
-4	-12	-2	-3	O=C(O)c1ccc(-n2cccn2)c([N+](=O)[O-])c1	3	-5	-1	-1	7	7
1	-2	3	-1	CCOC(=O)C1(Cc2cccc(F)c2)CCN(Cc2cnc(C)s2)CC1	-15	-4	-1	1	5	-3
2	-4	3	8	CCOC(=O)C1(Cc2ccccc2)CCN(Cc2ccc(COC)o2)CC1	-1	-2	2	-1	-2	6
1	-1	4	-3	COc1ccc2c(c1)CO[C@@]21O[C@H](CCO)C[C@H](O)[C@H]1O	5	2	1	1	2	-17
-4	7	6	3	N/C(Cc1ccc([N+](=O)[O-])cc1)=N\OC(=O)Cc1ccc(Cl)cc1	-6	0	-1	1	-6	8

# A second format for some results above:
# Values run as follows: SIAE inh | ADAM10 inh | ASAP1 inh | DDE Tn7 FP inh | TDP2 absorb | ADAM17 inh | PLC-beta3 inh | PLCg1 inh | DDE Tn6 FP inh | ARFGAP1 inh
> CCCN(CC(=O)Nc1ccc(C(N)=O)cc1)CC(=O)Nc1ccc(Cl)cc1Cl
  -14 | 6 | 14 | 2 | 10 | 1 | 3 | 1 | -4 | 0
> Cc1cccc(OCC(=O)Nc2cc(C)ccc2O)c1
  -1 | 2 | 16 | -4 | -3 | 3 | 5 | 6 | 0 | -3
> CCCN1C2CCCC1CC(NC(=O)c1ccccc1F)C2 (stereo not drawn)
  2 | 0 | 1 | 10 | -2 | 0 | 3 | 5 | 2 | 1
> CCOC(=O)c1sc2nc(SCC#N)n(CC3CCCO3)c(=O)c2c1C (stereo not drawn)
  4 | 1 | 3 | -5 | 0 | 2 | -7 | -1 | -2 | 6
> COc1ccc(N2Cc3ccccc3C2=O)cc1
  -2 | -6 | 21 | -1 | 16 | -2 | -15 | -4 | 4 | 1
> COc1ccc(/C=C/C(=O)N(C)CC(=O)Nc2cccc(F)c2)cc1S(=O)(=O)N1CCCCC1
  -7 | 4 | -2 | -6 | -1 | 3 | 0 | 2 | -12 | 3
> Cc1cccc(-c2n[nH]c(=S)n2/N=C/c2ccc(C)s2)c1
  -1 | 9 | -13 | -2 | -3 | 2 | 1 | 1 | 5 | 2
> CNCC(=O)Nc1ccc(Cl)c(C(F)(F)F)c1
  -1 | 0 | 11 | -6 | -13 | 2 | 0 | 2 | -3 | 10
> COc1ccc(C2CC(c3ccccc3OC(=O)/C=C/c3ccccc3)=NN2C(C)=O)cc1 (stereo not drawn)
  -2 | 1 | -7 | 4 | 7 | -4 | -8 | 1 | -4 | 9
> COc1ccccc1N1CCN(CCOc2c(OC)cccc2OC)CC1
  4 | -2 | -5 | 4 | 8 | -1 | 4 | 4 | -2 | -4
> O=C(O)c1ccc(-n2cccn2)c([N+](=O)[O-])c1
  -4 | -12 | -2 | -3 | 3 | -5 | -1 | -1 | 7 | 7
> CCOC(=O)C1(Cc2cccc(F)c2)CCN(Cc2cnc(C)s2)CC1
  1 | -2 | 3 | -1 | -15 | -4 | -1 | 1 | 5 | -3

# Continued:
SIAE inh	ADAM10 inh	ASAP1 inh	DDE Tn7 FP inh	mol	TDP2 absorb	ADAM17 inh	PLC-beta3 inh	PLCg1 inh	DDE Tn6 FP inh	ARFGAP1 inh
-10	16	0	-2	CCOC1=C2[C@H](c3ccccc3)N(S(=O)(=O)c3ccc(C)cc3)[C@H](C(C)C)[C@H]2C(C#N)(C#N)C(C#N)(C#N)C1	3	3	2	2	0	2
14	-26	5	-2	COc1ccc(-c2nc(/C=C3\C(C)=Nc4ccccc43)c(O)o2)cc1	8	-16	-37	-20	-6	13
7	-2	17	4	CCOC(=O)Cc1csc(NC(=O)CSc2nnc(C(C)C)n2C)n1	12	-7	-1	-1	2	6
-8	-2	-10	-4	COc1ccc(CNC(=O)CN(C)S(=O)(=O)c2ccccc2)cc1	2	-3	0	2	-1	20
-4	3	-2	6	CCSC1=N/C(=C\c2ccc3c(c2)OCO3)C(=O)S1	3	-5	-5	-3	-6	7
-3	-4	2	-5	COc1ccc(NC(=O)CCS(=O)(=O)c2cc3c(cc2C)NC(=O)CO3)cc1	-6	-5	0	0	4	-10
4	-5	-4	-4	COC(=O)C(C)Sc1nc2c(c(-c3ccc(OC)cc3)c1C#N)-c1ccccc1C2=O (stereo not drawn)	3	-2	0	-1	0	0
3	5	10	-1	c1ccc(Cn2nnnc2C(c2cccs2)N2CCSCC2)cc1 (stereo not drawn)	-1	-1	3	1	8	-5
2	0	7	-5	COC(=O)[C@H](C)NC(=O)Nc1ccc(OC(F)(F)F)cc1	11	-4	1	3	1	5
-3	-407	4	-2	O=C(COc1ccc2c(c1)oc(=O)c1ccccc12)NCC1CCC(C(=O)O)CC1 (stereo not drawn)	-5	-87	-61	-47	3	7
8	-6	6	5	CC(C)Oc1ccc(N2CC(C(=O)Nc3ccccn3)CC2=O)cc1 (stereo not drawn)	2	-4	-10	-4	12	-2
8	6	2	2	Cc1ccc2cc(CN(Cc3ccco3)C(=O)c3ccco3)c3nnnn3c2c1	4	1	-4	-4	3	-7
4	2	-20	10	CCCCCn1c(=O)[nH]c2cc(C(=O)N3CCN(Cc4ccc5c(c4)OCO5)CC3)ccc2c1=O	-1	-1	-3	-2	6	-12
-11	3	1	1	Cc1cc(C)c(-n2nnnc2SCC(=O)c2cc3ccccc3o2)c(C)c1	4	0	-5	1	-4	1
8	-10	13	2	Cc1cc(=O)c2c(C)nn(-c3ccccc3)c2[nH]1	-7	0	2	3	-6	23
1	-8	-18	5	O=c1cc(-c2ccccc2)nc(SCc2ccc(Cl)cc2)[nH]1	4	-2	0	1	0	2
